Bioassay records deposited in PubChem by several laboratories.
PABP1 MLLE inh = inhibitors of PABP1 MLLE–PAM2 peptide binding, primary screen, biochemical, fluorescence polarization, FITC-PAM2, GST-MLLE | Polyadenylate-binding protein 1 (Homo sapiens), P11940 | inhibition, % at 20 µM | 360,000 compounds, 0.36% hits; in the data active = inhibition above about 35%, passing the limit was not always enough;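 also: plate controls were DMSO wells with GST-MLLE for no effect and wells lacking GST-MLLE protein for full effect; some results filed as inactive read as strong as hits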
MsrA act = bovine MsrA enzyme activators, primary screen, biochemical, absorbance, HTS | purified bovine MsrA, absorbance read-out | Methionine sulfoxide reductase A (Bos taurus) | 360,000 compounds, 0.3% hits | activation, % at 10.6 µM | AID 602163, 2012; in the data active = activation above about 7.5%;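 also: 0% = vehicle and 100% = reference activator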
MsrA inh = bovine MsrA enzyme inhibitors, primary screen, biochemical, absorbance, HTS. inhibition, % at 15.5 µM. AID 651718, 2012. purified bovine MsrA, absorbance read-out. 360,000 compounds, 0.75% hits; in the data active = inhibition above about 4.5%;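 also: 0% = vehicle wells with enzyme and 100% = reference inhibitor wells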
MT1-MMP act inh = blockers of MT1-MMP proenzyme processing, primary screen, HT1080 RFP-PRO-GFP cells, GFP/RFP fluorescence; Matrix metalloproteinase-14 (Homo sapiens), P50281; GFP/RFP ratio fluorescence, overnight; percent of plate control window, DMSO zero; GFP/RFP ratio change, % at 20 µM; 360,000 compounds, 0.061% hits;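 active = GFP/RFP ratio change of at least 30% with cell ATP level not reduced by more than half and red fluorescence within 50% of control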; also: strong numbers were not always called active
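Assay system: RFP-PRO-GFP reporter HT1080 cells; read-out basis: GFP/RFP fluorescence ratio; benchmarks: DMSO wells and RFP-L50D-GFP cells; doses: 20 µM single dose, 1% DMSO; schedule: overnight cell settling, then overnight compound exposure, 37 °C, 5% CO2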
CSN deneddyl inh = inhibitors of CSN-mediated cullin deneddylation, primary screen, biochemical, fluorescence polarization, uHTS; COP9 signalosome complex subunit 5 (Homo sapiens), Q92905; Purified CSN, SCF-Nedd8-OG deneddylation; inhibition, % at 12.5 µM; 360,000 compounds, 0.38% hits; AID 651999, 2013;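 active = pattern-corrected inhibition above about 35%, with an unprinted fluorescence ratio check between 0.5 and 1.5, limit read from the data, passing the limit was not always enough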;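 also: 0% = enzyme with substrate and 100% = substrate without enzyme; some results filed as inactive read as strong as hits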
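Assay system: Purified human Csn5 enzyme expressed in HEK293T cells | Amount: Enzyme 0.24 nM | Measured by: Fluorescence polarization readout | Medium: Tris/NaCl/DTT buffer, pH 7.5 | Compound dosing: One concentration, 12.5 µM, 0.25% DMSO | Times: 90 min incubation of compound, enzyme and substrate at room temperature | Control set: no-enzyme wells high, enzyme-with-substrate wells low | Read-out: % inhibition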
Rin1 Abl inh = inhibitors of Rin1-Abl protein binding, primary screen, biochemical, TR-FRET; 360,000 compounds, 0.4% hits; Tyrosine-protein kinase ABL1 (Homo sapiens) + Ras and Rab interactor 1 (Homo sapiens), …; inhibition, % at 7.35 µM; in the data active = inhibition above about 5%, passing the limit was not always enough
E coli Lon inh = inhibitors of E. coli Lon protease, primary screen, biochemical, fluorescence polarization | inhibition, % at 7.94 µM | P0A9M0 | purified E. coli Lon protease | 360,000 compounds, 0.42% hits; in the data active = inhibition above about 13%, passing the limit was not always enough;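 also: 0% = enzyme with probe and DMSO and 100% = no enzyme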
Rpn11 block = Rpn11 (PSMD14) deubiquitinase inhibitors, primary screen, biochemical, fluorescence polarization, uHTS; 26S proteasome non-ATPase regulatory subunit 14 (Homo sapiens), O00487; human 26S proteasome, Ub4-pepOG fluorescence polarization; 20S core pre-blocked with epoxomicin; calls only at 20 µM; 360,000 compounds, 0.59% hits;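 active = inhibition at 20 µM, scaled to each plate's controls, above about 33%, limit read from the data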
FAS TE block = FAS thioesterase domain inhibitors, primary screen, biochemical, fluorescence intensity, uHTS | recombinant FAS-TE, OMFH fluorogenic substrate, fluorescence endpoint | inhibition, % at 15 µM | 360,000 compounds, 0.67% hits;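 active = compounds whose normalised, plate-corrected inhibition of enzyme fluorescence in the single-dose primary screen is 50% or more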;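 also: 0% = DMSO with enzyme and 100% = substrate without enzyme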
* hit, by the source's call; i = inactive; x = not tested or not shown.

SMILES	PABP1 MLLE inh	MsrA act	MsrA inh	MT1-MMP act inh	CSN deneddyl inh	Rin1 Abl inh	E coli Lon inh	Rpn11 block	FAS TE block
COc1ccc(C2NC(=O)C(=O)/C2=C(\O)c2ccc(Cl)cc2)cc1OC (stereo not given)	7	-3	-0.3	2	3	-1	-4	i	-3
O=C1NC[C@@H](CCCCN2C[C@H](Cc3ccccc3)N(CCc3ccc(O)cc3)C(=O)C2=O)N(Cc2ccccc2)C1=O	x	-1	-1.0	2	-8	x	-9	x	-8
Cc1cc([N+](=O)[O-])ccc1NS(=O)(=O)c1ccccc1	7	-3	0.3	7	-1	-1	-5	i	-2
C/C(=N\NC(=O)C1CC1)c1ccc(C)c(C)c1	-15	-1	0.5	1	-2	-1	-10	i	-3
CSc1ccc(Cl)c(C(=O)NC2CCCC2)c1	-3	-4	-0.4	-5	-2	0	-2	i	-2
Cc1ccnc(NC(=O)CCc2c(C)nc3ncnn3c2C)c1	-20	4	1.2	1	0	-3	-12	i	-4
Cc1nnc(SCC(=O)NC2CCCCC2)s1	-5	-3	-0.1	-2	3	-2	-1	i	-11
CC(=O)c1cccc(NC(=O)/C=C/c2ccc([N+](=O)[O-])s2)c1	14	-1	-0.7	-100	35*	0	-5	i	0
O=[N+]([O-])c1ccc(CN2CCN(c3ccc(Cl)cc3)CC2)o1	-4	-4	0.6	0	3	0	12	i	5
O=C(Nc1cc(C(F)(F)F)ccc1Cl)c1cc2nc3c(c(C(F)(F)F)n2n1)CCCC3	-14	-2	1.1	12	3	-3	2	i	13
O=[N+]([O-])c1ccc(N2CCN(CCO)CC2)cc1Sc1nc2ccccc2[nH]1	-2	-5	0.9	0	2	-6	9	i	12
CCN(CC(=O)Nc1ccc(C#N)cc1)CC(=O)Nc1ccc2c(c1)OCCO2	-4	-2	-1.0	2	-3	0	-6	i	0
COc1ccc(-c2cc(C)no2)cc1S(=O)(=O)Nc1cccc(CN2CCCC2)c1	-2	-24	-0.4	-16	-4	2	-1	i	-2
CSc1cccc(NC(=S)N(CCCN2CCCC(C)C2)Cc2cccs2)c1 (stereo not given)	-104	-3	0.8	-3	-1	0	2	i	15
CC#CCCCC(=O)Nc1ccc(C(=O)O)cc1	0	-12	0.8	8	0	0	1	i	-13
CCCCN(C)C(=O)Cn1nc(Cc2ccncc2)c2ccccc2c1=O	2	-2	0.1	-5	2	0	-3	i	-6
COc1cc(C(=O)NCCSc2ccc(Br)cc2)cc(OC)c1OC	3	-1	1.5	5	70*	3	0	i	5
CCOC(=O)c1c(NC(=O)CSc2nnc(-c3c[nH]c4ccccc34)n2CC)sc2c1CCCC2	-22	-1	-0.7	-1	-5	-2	-6	i	28
Cc1cccc(NC(=O)C2CCN(C(=O)c3ccc(Cl)cc3)CC2)n1	-4	-3	1.1	-2	-1	4	-10	i	-2
Cc1cc(Cl)ccc1C(=O)C1CCCN(C(=O)c2cccc(N3CCCC3=O)c2)C1 (stereo not given)	3	-3	-0.4	-1	3	0	2	i	-2
CCOC(=O)c1c(-c2ccc(C)o2)csc1NC(=S)NC(=O)c1ccccc1Br	32	-8	2.4	-2	4	0	-2	i	31
Cc1ccc(C)c(NC(=S)N2CCN(c3cccc(C(F)(F)F)c3)CC2)c1	-67	-4	0.9	1	-7	-3	8	i	6
O=C(NCCCNc1ccc(C(F)(F)F)cc1[N+](=O)[O-])c1ccc(Cl)cc1	-4	0	0.4	1	3	0	-18	i	44
CN(Cc1ccccc1)C(=O)c1c[nH]c2ccc(S(=O)(=O)N3CCOCC3)cc2c1=O	11	-1	0.9	-2	-2	-1	-4	i	-8
O=C(NC1CCCC1)c1ccc(Br)s1	5	-9	-0.9	-1	3	4	1	i	-2
COc1ccc(/C=C/C(=O)N(C)C2(C)CCS(=O)(=O)C2)cc1 (stereo not given)	21	-3	1.3	-1	-4	0	-2	i	-8
CSc1ccc(CN(C)C(C)C(=O)Nc2ccc(F)c(F)c2F)cc1 (stereo not given)	1	-8	-0.4	-5	10	2	-9	i	31
O=C(Cc1ccccc1F)NC1CCCc2ccccc21 (stereo not given)	1	-2	-1.7	-1	-6	1	9	i	-2
CC(C)NC(=O)N(C)C[C@H]1Oc2ccc(NC(=O)Nc3ccc4c(c3)OCO4)cc2C(=O)N([C@H](C)CO)C[C@@H]1C	7	-3	1.1	-1	5	1	-8	i	-9
COc1ccccc1-c1noc(COC(=O)c2ccc(Br)o2)n1	3	-1	-0.1	-2	-5	-4	0	i	10
Cc1ccc(/C=C/C(=O)NCCCc2ccccc2)cc1	14	-4	0.1	-1	1	-3	2	i	9
Cn1c(C(=O)NCCN2CCN(Cc3ccccc3)CC2)cc2c(=O)n(C)c3ccccc3c21	14	-1	0.2	3	0	1	-7	i	-1
CN(C)c1ccc(N=Cc2nc(-c3ccccc3)oc2OC(=O)c2cccc(Br)c2)cc1	-44	-4	0.0	-12	-53	-3	-86	x	4
O=C(Nc1ccc(Cl)cc1)N1CCCN(Cc2ccccc2F)C1	-4	0	-0.2	2	1	-4	-3	i	-6
COc1ccc2c(c1OC)C(=O)OC2Nc1ccccn1 (stereo not given)	3	-1	0.2	-1	-2	2	2	i	-5
CN(C)c1ccc(N2C(=NC(=O)c3ccccc3)SC3CS(=O)(=O)CC32)cc1 (stereo not given)	-13	5	-0.4	2	-1	-1	12	i	13
COC(=O)c1c(C)oc(C)c1S(=O)(=O)NCc1ccc(OC)cc1	-1	-11	2.4	-1	-1	3	2	i	1
O=C(N/N=C/c1c[nH]c2ccccc12)c1ccc(Cl)cc1	-4	-9	2.9	2	-2	-2	-2	i	1
COc1ccc(N(C(=O)c2cccnc2)S(=O)(=O)c2ccc(Cl)cc2)cc1	-2	-1	-0.8	0	4	1	6	i	11
COc1ccc(C(=O)Nc2cnc(NC(=O)c3cccs3)cc2C)cc1	-19	0	-0.7	-5	-3	0	-13	i	-3

Record cards, from the list above. Order of screens: PABP1 MLLE inh	MsrA act	MsrA inh	MT1-MMP act inh	CSN deneddyl inh	Rin1 Abl inh	E coli Lon inh	Rpn11 block	FAS TE block
`Cc1ccc(/C=C/C(=O)NCCCc2ccccc2)cc1` reads 14	-4	0.1	-1	1	-3	2	i	9
`COc1ccc(C(=O)Nc2cnc(NC(=O)c3cccs3)cc2C)cc1` reads -19	0	-0.7	-5	-3	0	-13	i	-3
`O=C(Nc1ccc(Cl)cc1)N1CCCN(Cc2ccccc2F)C1` reads -4	0	-0.2	2	1	-4	-3	i	-6

(list continues)
SMILES	PABP1 MLLE inh	MsrA act	MsrA inh	MT1-MMP act inh	CSN deneddyl inh	Rin1 Abl inh	E coli Lon inh	Rpn11 block	FAS TE block
COc1ccc(CCn2c(C3CCCCC3)nc3c(c(=O)c4ccccc4n3C)c2=O)cc1	-11	-2	-0.2	-5	-3	-3	3	i	48
Cc1ccc(C(=O)Oc2cccc(NC(=O)c3ccccc3)c2)cc1C	4	0	0.9	1	-1	-1	9	i	49
C=C(C)C1CCC(C)=C1CC(C)(C)/C=N\n1cnnc1 (stereo not given)	-1	1	0.5	-4	5	3	3	i	-6
O=S1(=O)CCOCCCN1Cc1ccccc1Br	4	-2	-1.6	2	0	5	0	i	-8
Cc1nn(CC(=O)OCC(=O)Nc2c(C(C)C)cccc2C(C)C)c(C)c1[N+](=O)[O-]	-5	0	-0.2	-2	5	0	-2	i	-6
COc1cc(C(=O)Nc2nccs2)cc(OC)c1OC	12	0	2.1	1	-3	2	-4	i	1
Nc1ccn(-c2ccccc2)c(=O)c1	-2	6	-0.7	6	-1	0	-6	i	-4
CN(C)C(=O)c1ccc(NC(=O)CSc2nnc(-c3cccs3)n2N)cc1	-28	-1	-0.6	1	1	2	-6	i	-7
c1ccc(CCc2cccnc2)cc1	-9	-4	1.3	1	-2	1	-9	i	-7
COc1ccccc1/C=C1\Cc2ccccc2C1=O	-14	-2	1.2	-9	1	1	0	i	-2
CC1CCC2(CC1)NC(=O)N(CC(=O)NCCc1c[nH]c3ccccc13)C2=O (stereo not given)	-9	-3	2.5	0	8	2	4	i	-5
Cc1ccn2c(c1)nc(=O)c1cc(S(=O)(=O)N3CCC(C)CC3)ccc12	1	-1	0.0	0	-3	2	2	i	11
COc1cc(S(=O)(=O)Nc2c(C)cc(C)cc2C)ccc1Cl	2	-1	-0.7	7	-1	-5	10	i	14
CC(C)c1c(C(=O)N/N=C/c2ccccc2OCc2c(F)cccc2Cl)nnn1-c1nonc1N	-4	-4	0.0	-7	-4	-2	-2	i	31
Cc1ccc(C2=N/C(=C\c3cccs3)C(=O)N2Nc2ccccc2)cc1	11	-5	1.0	5	3	1	-8	i	18
CN(C)Cc1nc2c([nH]1)c(=O)n(C)c(=O)n2C	-4	-2	0.0	1	4	2	-4	i	-6
Nc1nnc(SCC(=O)OCC(=O)Nc2ccccc2F)s1	0	-3	0.4	1	0	3	-2	i	-3
Cc1cc(C)c(C(N)=O)c(Nc2ccc(F)cc2)n1	9	-3	0.5	1	1	4	4	i	-7
CCN1CCN(C(c2ccc(F)cc2)c2nnnn2Cc2cccs2)CC1 (stereo not given)	-7	-3	0.9	-3	3	3	-5	i	-9
CC1CCN(C(=O)CCc2ccc(S(=O)(=O)NC(C)C)cc2)CC1	-11	-7	-0.8	2	2	4	0	i	-7
CCOC(=O)CNC(=O)COc1coc(CN2CCN(Cc3ccccc3)CC2)cc1=O	6	-1	0.6	-3	-5	4	1	i	-4
O=C(COC(=O)c1ccc[nH]c1=O)Nc1cc(S(=O)(=O)N2CCCCC2)ccc1Cl	5	-1	0.3	x	-5	2	3	i	0
Cc1nc(SCc2cccnc2)[nH]c(=O)c1C	-2	-1	x	0	-2	3	5	i	-11
COCCn1c(SCC(=O)N2CCc3ccccc3C2)nc2ccccc2c1=O	-2	-3	-1.1	-2	-11	-2	-4	i	2
CCn1c(NCc2ccccc2NS(=O)(=O)c2ccc(C)cc2)nc2ccccc21	2	-3	1.5	-12	-15	-1	-1	i	39
O=C(CSc1nnc(SCc2ccc(Cl)cc2)s1)N/N=C/c1ccc(Cl)cc1Cl	-60	-4	-0.4	1	-8	-1	-4	i	16
O=C(CSc1nnc(-c2ccc3c(c2)OCO3)o1)Nc1ncc(Cl)cc1Cl	-76	-3	1.0	4	0	-3	7	i	9
COC(=O)c1ccc(N2C(c3cccc(OC)c3)=Cc3ccc(F)cc3C2c2c(C)[nH]c3ccccc23)cc1 (stereo not given)	x	-3	0.2	-6	-3	x	4	x	7
O=C(CN1C(=O)NC(Cc2ccccc2)C1=O)Nc1ccc(F)c(F)c1F (stereo not given)	0	-3	0.9	-2	-1	4	5	i	3

Hits appear at their usual frequency; about 3.7% have a hit in one of these screens.
